ZTA counter: counter-screen for EBNA-1 inhibitors: inhibitors of Epstein-Barr virus ZTA | P03206 | 320,000 tested, 0.15% active | AID 2234 | ZTA-DNA binding, fluorescence polarization | inhibition, % at 11 µM; in the data active means inhibition above about 33%
Target sequence (P03206 whole entry, looked up): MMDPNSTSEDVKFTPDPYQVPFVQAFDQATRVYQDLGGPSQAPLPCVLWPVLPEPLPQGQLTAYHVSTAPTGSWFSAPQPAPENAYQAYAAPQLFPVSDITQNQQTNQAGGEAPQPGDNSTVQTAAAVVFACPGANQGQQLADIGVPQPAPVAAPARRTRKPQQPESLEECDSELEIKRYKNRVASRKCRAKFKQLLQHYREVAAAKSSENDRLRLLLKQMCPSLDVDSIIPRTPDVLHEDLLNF
CR mimetic SO: yeast age-related superoxide inhibition as caloric restriction mimetic | S. cerevisiae aged cells, superoxide DHE fluorescence; hits give low values | 330,000 tested, 0.18% active | superoxide response (% of plate mean), % at 10 µM;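 active means superoxide response under a set limit, about three screen SD below normal, cut at about 65% in these data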;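 further: yeast aged for seven days with compound at 30 °C before DHE staining; 100% = average MFI of all compound-treated wells on the plate with controls excluded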
Bcl-xL primary: inhibitors of human Bcl-xL; Q07817; GST-Bcl-xL / FITC-Bim BH3 peptide fluorescence polarization; inhibition, % at 10.9 µM; 320,000 tested, 0.7% active;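 active means inhibition above the mean of all tested compounds plus 3 SD, cutoff set per campaign, cut at about 30% in these data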;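 further: 0% = DMSO wells and 100% = unlabeled Bim-BH3 peptide competitor; inhibitors lower millipolarization by displacing the labeled peptide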
Target sequence (Q07817 whole entry, looked up): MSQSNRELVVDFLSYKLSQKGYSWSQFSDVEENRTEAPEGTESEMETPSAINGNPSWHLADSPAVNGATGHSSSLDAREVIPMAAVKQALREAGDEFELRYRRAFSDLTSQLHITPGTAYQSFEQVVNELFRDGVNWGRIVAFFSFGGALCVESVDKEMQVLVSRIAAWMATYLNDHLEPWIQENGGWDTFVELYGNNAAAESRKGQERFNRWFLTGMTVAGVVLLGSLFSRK
GLD-1 TGE inh: GLD-1-TGE RNA interaction inhibition (C. elegans) | Q17339 | inhibition, % at 5.96 µM | purified GLD-1 + fluorescein TGE RNA, fluorescence polarization | 320,000 tested, 0.44% active | AID 2280;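 active means percent inhibition above a per-plate cutoff, the plate mean of test compounds plus 3 SD, cut at about 30% in these data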;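 further: 0% = DMSO wells with GLD-1 and probe and 100% = wells lacking GLD-1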
MEX-5 binding: C. elegans MEX-5 TCR-2 RNA binding activity; MEX-5/FITC-TCR2 RNA binding, fluorescence polarization; hits give low values; activity score (negative = inhibition of binding), % at 10 µM; 300,000 tested, 0.38% active; AID 1832;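 active means inhibition past about -25% in most replicates, and total fluorescence under double the plate's negative control median, limit read from the data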;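 further: 0% = DMSO and -100% = 5 µM competing unlabeled TCR2 RNA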
Target sequence (Q9XUB2 whole entry, looked up): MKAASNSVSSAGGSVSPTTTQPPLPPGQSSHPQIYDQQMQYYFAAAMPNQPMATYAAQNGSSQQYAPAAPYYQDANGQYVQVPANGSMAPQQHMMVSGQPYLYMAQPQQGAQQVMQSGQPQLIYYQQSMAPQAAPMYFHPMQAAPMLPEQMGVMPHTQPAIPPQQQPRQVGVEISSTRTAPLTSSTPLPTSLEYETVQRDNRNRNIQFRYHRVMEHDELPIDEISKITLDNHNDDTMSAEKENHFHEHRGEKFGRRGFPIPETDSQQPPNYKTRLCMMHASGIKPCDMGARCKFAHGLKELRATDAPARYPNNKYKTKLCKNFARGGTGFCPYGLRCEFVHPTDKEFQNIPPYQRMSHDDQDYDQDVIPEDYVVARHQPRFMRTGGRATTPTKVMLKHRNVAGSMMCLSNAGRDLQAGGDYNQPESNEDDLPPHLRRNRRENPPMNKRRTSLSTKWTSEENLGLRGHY
Efflux pump inh: inhibitors of Candida antifungal efflux pumps expressed in yeast. S. cerevisiae Candida pump triplex, Nile Red efflux. inhibition, % at 10 µM. 330,000 tested, 0.44% active;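 active means plate passing quality check with inhibition over a set limit, or well fluorescence over plate mean plus 4 SD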;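 further: Nile Red retained in pooled yeast measured as flow cytometry median fluorescence; 0% = buffer negative control and 100% = Enniatin B positive control; higher means more Nile Red kept so more efflux inhibition; some compounds called inactive have numbers as strong as hits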
Fam108B counter: counter-screen for RBBP9 inhibitors: inhibitors of mouse Fam108B; recombinant Fam108B, FP-Rh probe fluorescence polarization; inhibition, % at 9.51 µM; 300,000 tested, 0.33% active; AID 1947;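 active means inhibition above the screen mean inhibition plus 3 SD, computed separately per campaign, cut at about 18% in these data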;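 further: inhibitors lower polarization as less probe binds the enzyme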
MCL1 BIM primary: inhibitors of human MCL1 binding to BIM-BH3 peptide | Q07820 | GST-MCL1 / FITC-Bim-BH3 fluorescence polarization | inhibition, % at 10.9 µM | 320,000 tested, 0.68% active;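 active means inhibition above the mean inhibition of all tested compounds plus 3 SD, set per campaign, cut at about 40% in these data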;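 further: 0% = DMSO wells and 100% = unlabeled Bim-BH3 peptide control; higher means more loss of mP so more displacement of Bim peptide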
EBNA-1 inhibitor: blocks EBNA-1 binding to DNA. EBNA-1 DNA binding, fluorescence polarization. inhibition, % at 14.8 µM. 300,000 tested, 0.34% active. AID 1950; in the data active means inhibition above about 28%
* hit, by the source's call; . = not tested or not shown.

The first 3 entries (preview)
SMILES	ZTA counter	CR mimetic SO	Bcl-xL primary	GLD-1 TGE inh	MEX-5 binding	Efflux pump inh	Fam108B counter	MCL1 BIM primary	EBNA-1 inhibitor
OCC[C@@H]1C[C@H](O)[C@@H](O)[C@@]2(CCCO2)O1	-12	.	3	6	4.8	.	0	3	-7
COc1cc(C(=O)O[C@H]2C/C(C)=C/CC[C@]3(C)O[C@@H]3C(O)C2C(C)C)cc(OC)c1OC (stereo partly drawn)	-1	105	1	-1	0.9	0.1	-1	1	-7
c1ccc(CC2CCN(C(c3cccs3)c3nnnn3C3CCCC3)CC2)cc1 (stereo not drawn)	-1	103	0	7	3.5	0.1	-2	3	4

Results, from the start:
SMILES	ZTA counter	CR mimetic SO	Bcl-xL primary	GLD-1 TGE inh	MEX-5 binding	Efflux pump inh	Fam108B counter	MCL1 BIM primary	EBNA-1 inhibitor
OCC[C@@H]1C[C@H](O)[C@@H](O)[C@@]2(CCCO2)O1	-12	.	3	6	4.8	.	0	3	-7
COc1cc(C(=O)O[C@H]2C/C(C)=C/CC[C@]3(C)O[C@@H]3C(O)C2C(C)C)cc(OC)c1OC (stereo partly drawn)	-1	105	1	-1	0.9	0.1	-1	1	-7
c1ccc(CC2CCN(C(c3cccs3)c3nnnn3C3CCCC3)CC2)cc1 (stereo not drawn)	-1	103	0	7	3.5	0.1	-2	3	4
CCCC1CCc2c(sc(N)c2C(N)=O)C1 (stereo not drawn)	7	97	3	9	2.0	0.1	3	6	8
CCOC(=O)c1sc(N)c(C(=O)OCC)c1COC(=O)C1CC(=O)N(Cc2ccco2)C1 (stereo not drawn)	-8	90	3	3	6.0	0.0	2	-8	0
CC(C)c1ccc(NC(=O)c2ccc3c(c2)CCN3S(C)(=O)=O)cc1	7	89	5	6	-0.1	0.0	5	4	-5
Cc1sc(NC(=O)Cn2c(=O)oc3ccccc32)nc1-c1ccc(Cl)cc1	-3	107	-5	8	1.7	-2.2	-3	-16	0
CCCN1C(=O)c2cc(C(=O)Nc3ccc(OC)c(OC)c3)ccc2C1Nc1ccc(OC)c(OC)c1 (stereo not drawn)	-2	109	2	9	-0.5	0.2	-4	3	11
CCOc1ccc(NC(=O)CCN2CCN(S(=O)(=O)c3ccc(F)cc3)CC2)cc1	8	108	-2	1	1.4	-0.3	2	-8	13
C/C(=N/NC(=O)CNC(=O)/C=C/c1ccco1)c1ccc(Cl)cc1	5	108	4	0	-1.6	-0.2	-2	8	4
Cc1cc(NS(=O)(=O)c2ccc(NC(=O)COc3ccccc3[N+](=O)[O-])cc2)no1	12	101	7	-5	0.4	-0.2	2	4	11
CCn1c(NCCCO)nc2c(c1=O)C(C)(CC)Cc1ccccc1-2 (stereo not drawn)	7	106	3	0	0.3	0.0	-4	7	10
O=C(CN1C(=O)NC2(CCCC2)C1=O)Nc1nc(-c2ccc(F)c(F)c2)cs1	-5	95	4	2	.	0.0	.	11	.
COC(=O)c1c(NC(=O)c2ccccc2OC)sc(C(=O)N2CCOCC2)c1C	-6	95	6	4	-3.2	-0.4	-4	-1	27
C=C(C)C(=O)N1CC2(CC(c3cccc(NC(=O)COc4ccc(Cl)cc4)c3)=NO2)C[C@@H]1C(N)=O (stereo partly drawn)	4	103	4	0	-0.6	-0.2	-5	5	13
Cc1ccc(NC(=O)c2oc3ccccc3c2NC(=O)C2CC2)cc1	5	100	3	5	0.6	0.1	-3	-1	5
Cc1cc([N+](=O)[O-])nn1Cc1noc(C(=O)NCCc2ccccn2)n1	1	105	5	-3	-2.6	0.4	2	-3	3
Cc1ccc(C(=O)Nc2c(C)n(C)n(-c3ccccc3)c2=O)cc1S(=O)(=O)N1CCOCC1	-2	103	5	7	0.7	0.0	2	4	2
O=C(CCN1C(=O)c2ccccc2C1=O)NCc1ccncc1	-4	103	-1	-2	3.0	0.0	-2	-4	11
COCCN(C(=O)CSc1nnc(-c2cccs2)n1N)c1c(N)n(Cc2ccccc2)c(=O)[nH]c1=O	7	111	4	8	0.0	0.3	1	1	-7
Cc1cc(Br)ccc1NC(=O)CN1CCN(c2ccccn2)CC1	8	106	5	-1	-0.7	0.1	-2	9	-21
c1ccc(Sc2cnc3ccccc3n2)cc1	6	90	2	1	2.6	0.3	0	1	-12
COc1cc2c(cc1OC)C(c1ccccc1)CC2=O (stereo not drawn)	5	125	2	3	-0.8	0.0	-1	7	4
CN1CCN(CCC(=O)Nc2ccc3c(c2)OCO3)CC1	-8	92	3	3	0.0	0.0	-1	-1	0
NNC(=O)CSCc1nc(-c2ccccc2)cs1	-4	104	-2	2	0.3	0.0	0	4	2

More entries follow.
SMILES	ZTA counter	CR mimetic SO	Bcl-xL primary	GLD-1 TGE inh	MEX-5 binding	Efflux pump inh	Fam108B counter	MCL1 BIM primary	EBNA-1 inhibitor
O=C(Nc1ccc2nc[nH]c2c1)c1ccco1	9	80	4	7	-4.2	0.0	-1	2	3
COCCn1nnnc1CN1CCC(O)(c2cccc(C(F)(F)F)c2)CC1	18	84	2	2	-0.6	0.0	-3	3	16
CCOC(=O)c1c(C)oc2c(F)c(F)c(F)c(F)c2c1=O	-12	99	18	2	-0.7	0.0	0	10	5
CCOc1cc(/C=N/Nc2nn3cnnc3c3ccccc23)ccc1O	-1	87	11	-4	-5.9	0.1	16	12	5
NC1=NC(=Nc2ccc(S(=O)(=O)N3CCOCC3)cc2)c2ccccc21	-21	106	7	4	-3.2	-0.1	-3	5	-13
Cc1cc(NC(=O)CSc2nnc(-c3ccccc3)n2C)no1	9	100	7	-4	-0.1	0.1	0	6	0
NC(=O)CC1NC(=O)c2ccccc21 (stereo not drawn)	4	86	2	6	-1.5	0.0	0	1	10
CC/C(=N\N=C1\SC(C)C(=O)N1Cc1ccco1)c1ccccc1 (stereo not drawn)	8	82	4	3	-1.0	-0.1	-2	1	11
CSC(=Nc1cccc(C)c1)NC#N	12	109	2	1	-0.9	0.0	1	-2	5
COc1ccc(OC)c(S(=O)(=O)N(C)CC(=O)N2CCN(c3ccccc3)CC2)c1	-3	99	0	1	-3.3	0.2	3	-7	-9
Cc1cccc(NC(=S)NNC(=O)CCn2nc(C)c([N+](=O)[O-])c2C)c1	0	85	11	-4	-13	-0.1	2	5	8
O=C(CCCSc1nc2ccccc2s1)Nc1nccs1	8	123	-5	8	-0.7	0.3	-6	-11	-11
Cc1cnc(C(=O)OC(C)C(=O)Nc2ccc(Cl)cn2)cn1 (stereo not drawn)	6	90	0	-2	0.1	-0.1	-1	-1	6
CCn1cc([N+](=O)[O-])c(C(=O)N2N=C(c3ccc(O)c(OC)c3)CC2c2ccccc2O)n1 (stereo not drawn)	-22	83	3	-1	-1.8	0.4	1	4	7
COc1ccc(N2CCN(C(CNC(=O)C(=O)NCCc3c[nH]c4ccccc34)c3ccco3)CC2)cc1 (stereo not drawn)	11	100	2	-2	0.7	1.2	2	2	27
Cc1ccc(C)c(NC(=O)c2ccc3c(=O)n4c(nc3c2)CCC4)c1	8	106	1	-3	.	0.0	.	-5	.
CCC1Nc2ncnc(N3CCN(c4ccccn4)CC3)c2N(Cc2ccc(Cl)cc2)C1=O (stereo not drawn)	13	100	1	8	-3.8	-0.1	0	11	6
COc1ccc(NC(=O)CC2(Cc3ccccc3)CCOC(C)(C)C2)cc1 (stereo not drawn)	-32	112	-3	-1	1.6	-0.1	0	2	-3
CS(=O)(=O)N1CCC(C(=O)Nc2ccc3c(c2)OCO3)CC1	3	111	-1	10	-3.0	0.0	-10	-2	0
CCOc1ccccc1NC(=O)CSc1nnc(-c2ccco2)n1Cc1ccco1	0	96	6	3	0.6	-0.1	7	4	9
CCN(CC)c1ccc(S(=O)(=O)N2CCOCC2)cc1NC(=O)CNCc1ccccc1	2	98	-5	0	0.3	0.4	2	-4	-13
N#CCCn1nc(-c2ccccc2)cc1Nc1ccccc1NC(=O)C(F)(F)F	3	100	1	0	0.1	1.0	5	3	1
CC(C)C(NS(=O)(=O)c1cccc2nsnc12)C(=O)N1CCCCC1 (stereo not drawn)	16	128	0	2	0.1	-0.3	2	3	18
O=C(Cn1c2ccccc2c2nc3n(c(=O)c21)CCS3)Nc1ccccc1C(F)(F)F	2	104	1	2	-1.4	-0.1	3	2	-9

Sorted by value in Efflux pump inh (descending): 3 of the compounds above
mol	Bcl-xL primary	GLD-1 TGE inh	MEX-5 binding	Efflux pump inh	MCL1 BIM primary	EBNA-1 inhibitor
COc1ccc(OC)c(S(=O)(=O)N(C)CC(=O)N2CCN(c3ccccc3)CC2)c1	0	1	-3.3	0.2	-7	-9
CCOC(=O)c1c(C)oc2c(F)c(F)c(F)c(F)c2c1=O	18	2	-0.7	0.0	10	5
Cc1cccc(NC(=S)NNC(=O)CCn2nc(C)c([N+](=O)[O-])c2C)c1	11	-4	-13	-0.1	5	8

Some of these compounds in order of molar mass, lowest first:
SMILES	ZTA counter	CR mimetic SO	Bcl-xL primary	GLD-1 TGE inh	MEX-5 binding	Efflux pump inh	Fam108B counter	MCL1 BIM primary	EBNA-1 inhibitor
Cc1cnc(C(=O)OC(C)C(=O)Nc2ccc(Cl)cn2)cn1 (stereo not drawn)	6	90	0	-2	0.1	-0.1	-1	-1	6
COc1ccc(OC)c(S(=O)(=O)N(C)CC(=O)N2CCN(c3ccccc3)CC2)c1	-3	99	0	1	-3.3	0.2	3	-7	-9
CCN(CC)c1ccc(S(=O)(=O)N2CCOCC2)cc1NC(=O)CNCc1ccccc1	2	98	-5	0	0.3	0.4	2	-4	-13

Single entries from the entries so far.
Entry of Cc1cccc(NC(=S)NNC(=O)CCn2nc(C)c([N+](=O)[O-])c2C)c1 in MCL1 BIM primary: 5
Entry of CC/C(=N\N=C1\SC(C)C(=O)N1Cc1ccco1)c1ccccc1 (stereo not drawn) in MCL1 BIM primary: 1
Entry of CCOc1ccccc1NC(=O)CSc1nnc(-c2ccco2)n1Cc1ccco1 in Bcl-xL primary: 6
Entry of Cc1cc(NC(=O)CSc2nnc(-c3ccccc3)n2C)no1 in MCL1 BIM primary: 6
